PHOSPHO1 block = PHOSPHO1 (human) inhibition; Q8TCT1; inhibition, % at 13.3 µM; 290,000 compounds, 1.1% hits; recombinant PHOSPHO1, absorbance phosphatase assay; in the data active = inhibition above about 60%
p-CIP stab down = lowers stability of the mouse p/CIP coactivator protein. 290,000 compounds, 0.01% hits. AID 1984. F442A p/CIP-EGFP cells, EGFP fluorescence, 16 h. Q05BA5. decrease of EGFP signal, % at 10 µM;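 active = EGFP signal decrease of at least 30% at 10 µM or well 3 SD below plate mean, unless failing retest; inactive = the rest, including hits failing retest or dose response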; note: some compounds called inactive have numbers as strong as hits; many of its hits are not listed in these tables
IDE inh = inhibitors of human insulin-degrading enzyme in cells; HEK cells, FAbetaB cleavage, fluorescence polarization; inhibition, % at 5.59 µM; 320,000 compounds, 0.41% hits; P14735; AID 434962;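 active = percent inhibition above the average of all tested compounds plus 3 SD, set per screening campaign, cut at about 16% in these data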;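 note: IDE supplied by intact live HEK cells; FP after avidin binding of uncleaved biotin substrate so inhibition keeps polarization high; 0% = DMSO wells and 100% = 60 µM reference IDE inhibitor Ii1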
Target sequence (P14735 whole entry, looked up): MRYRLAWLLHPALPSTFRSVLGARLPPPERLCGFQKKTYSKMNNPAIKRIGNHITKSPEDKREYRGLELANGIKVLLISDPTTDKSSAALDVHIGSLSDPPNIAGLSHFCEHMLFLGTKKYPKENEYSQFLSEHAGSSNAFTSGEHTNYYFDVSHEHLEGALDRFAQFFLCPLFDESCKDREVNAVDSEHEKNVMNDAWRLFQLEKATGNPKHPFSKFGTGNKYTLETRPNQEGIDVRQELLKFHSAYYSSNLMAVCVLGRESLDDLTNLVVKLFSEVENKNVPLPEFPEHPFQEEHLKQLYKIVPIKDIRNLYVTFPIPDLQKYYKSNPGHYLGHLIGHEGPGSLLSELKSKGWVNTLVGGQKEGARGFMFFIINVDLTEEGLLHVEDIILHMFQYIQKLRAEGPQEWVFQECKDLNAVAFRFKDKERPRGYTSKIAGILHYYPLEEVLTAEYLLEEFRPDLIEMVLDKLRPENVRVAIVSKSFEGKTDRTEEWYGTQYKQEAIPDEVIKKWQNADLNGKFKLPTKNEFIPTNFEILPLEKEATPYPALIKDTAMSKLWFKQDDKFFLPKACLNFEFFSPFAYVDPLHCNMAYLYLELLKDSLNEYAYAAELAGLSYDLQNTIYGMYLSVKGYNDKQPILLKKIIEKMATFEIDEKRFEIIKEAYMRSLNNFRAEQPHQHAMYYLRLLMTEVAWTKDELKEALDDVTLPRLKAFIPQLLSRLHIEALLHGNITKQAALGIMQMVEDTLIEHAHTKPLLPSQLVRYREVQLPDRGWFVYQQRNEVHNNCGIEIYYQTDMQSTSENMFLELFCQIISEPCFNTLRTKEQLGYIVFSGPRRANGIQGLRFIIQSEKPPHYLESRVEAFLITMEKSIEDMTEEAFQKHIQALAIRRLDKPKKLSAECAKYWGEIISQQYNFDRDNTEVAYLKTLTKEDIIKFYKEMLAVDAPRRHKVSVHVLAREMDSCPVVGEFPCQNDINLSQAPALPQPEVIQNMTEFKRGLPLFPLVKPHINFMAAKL
IDE cell activ = activators of human insulin-degrading enzyme in cells | P14735 | 340,000 compounds, 0.073% hits | HEK cells, FAbeta-B cleavage, fluorescence polarization; 0% vehicle, 100% cell-free pure enzyme wells | activation, % at 5.96 µM;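 active = activation above the mean of all tested compounds plus 3 SD, set per screening campaign, cut at about 17% in these data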
NALP1 yeast inh = blocks the NALP1 inflammasome reconstituted in yeast. S. cerevisiae NALP1/ASC/caspase-1 growth, X-gal OD620, 72 h. inhibition, % at 10 µM. 280,000 compounds, 0.61% hits; in the data active = inhibition mostly above about 24%, no sharp cut-off; inactive = mostly below about 32%; note: some compounds called inactive have numbers as strong as hits
VIM-2 inhibitor = inhibitors of Pseudomonas aeruginosa VIM-2 metallo-beta-lactamase; inhibition, % at 5.6 µM; purified VIM-2, nitrocefin hydrolysis, epi-absorbance fluorescence; 290,000 compounds, 0.89% hits; AID 1527;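 active = inhibition above the mean of all tested compounds plus 3 SD, cutoff set per screening run, cut at about 7.5% in these data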;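 note: red hydrolysis product quenches plate fluorescence so inhibitors raise well fluorescence; 0% = enzyme with DMSO and 100% = DMSO without enzyme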
PfM18AAP inh = PfM18AAP enzyme inhibition | inhibition, % at 7.35 µM | recombinant PfM18AAP, H-Glu-NHMec fluorogenic cleavage | 290,000 compounds, 1.2% hits;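 active = inhibition above the campaign mean inhibition over all tested compounds plus 3 SD, cut at about 28% in these data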;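 note: 0% = plate median of test compound wells and 100% = 2 mM ZnCl2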
GPR7 antag = antagonists of human GPR7 (neuropeptides B/W receptor 1); GPR7-expressing cells, fluorescence antagonist assay; inhibition, % at 4.4 µM; 290,000 compounds, 1.1% hits; AID 1861; in the data active = inhibition above about 16%, passing the limit was not always enough;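 note: cells stimulated with the agonist NPW; 0% = agonist with vehicle and 100% = vehicle without agonist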
IMP-1 inh = inhibitors of Pseudomonas aeruginosa IMP-1 metallo-beta-lactamase; purified IMP-1, nitrocefin hydrolysis, epi-absorbance fluorescence; inhibition, % at 5.6 µM; 290,000 compounds, 0.45% hits; AID 1556;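 active = inhibition above the mean plus 3 SD of all compounds in the same screening run, cut at about 4.5% in these data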;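 note: 0% = IMP-1 with DMSO and 100% = DMSO wells lacking enzyme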
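Assay system: purified recombinant IMP-1 beta-lactamase. Input: IMP-1 0.2 nM before substrate addition. Buffer or medium: Zinc- and detergent-supplemented HEPES buffer, pH 7.1. Schedule: 25 °C, 15 min preincubation, 25 min reaction. Signal: Epi-absorbance fluorescence, 480 nm excitation, 530 nm emission. Evaluation: percent inhibition from optical density relative to buffer-blank wells.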
An asterisk follows results filed as active; / = no result given.

The line under a structure holds: p-CIP stab down	NALP1 yeast inh	VIM-2 inhibitor	PHOSPHO1 block	GPR7 antag	IMP-1 inh	PfM18AAP inh	IDE cell activ	IDE inh
> CCc1cc(=O)oc2cc(OCC(=O)N3CCC(C(N)=O)CC3)ccc12
  6	5	2.7	-2	-1	-1.6	-17	1	3
> COc1ccc(NC(=O)CSc2nc(O)cc(=O)[nH]2)c(OC)c1
  5	/	-1.9	20	-5	-3.1	-5	1	1
> O=C(CC(=O)c1c(F)cccc1Cl)c1ccccc1O
  -2	21	-0.8	/	-1	-0.4	0	2	2
> COc1ccccc1-c1ccc(NC2CCCCC2)nn1
  -1	10	0.1	-10	4	-0.6	-1	6	0
> COc1ccc([N+](=O)[O-])cc1N(CC(O)Cn1nnc2ccccc21)S(=O)(=O)c1ccc(C)cc1 (stereo not drawn)
  -13	-1	-0.1	21	-11	-3.0	3	3	-2
> CCCCNC(=O)Nc1nc2ccccc2s1
  4	10	-2.0	36	3	-1.7	-2	0	5
> Cc1cc(C)n(S(=O)(=O)c2ccc(C(C)(C)C)cc2)n1
  -1	0	-0.6	14	-14	0.9	-3	5	6
> Oc1ccc(Br)cc1C=Nc1ccc(Cl)cc1
  -2	9	-5.7	-24	-3	-2.6	0	2	1
> COc1ccccc1NC(=S)NCCC(c1ccccc1)c1ccccc1
  4	0	-4.4	-27	-5	-2.9	1	5	1
> CCOC(=O)C1CCCN(c2c(NCCc3ccc(Cl)cc3)c(=O)c2=O)C1 (stereo not drawn)
  -10	-2	-2.9	28	-5	-2.9	2	0	3
> Cc1ccc(C(=O)NCCNC(=O)Cc2ccccc2)cn1
  -10	8	-0.9	-2	-9	-3.2	-3	4	-2
> COC(=O)C1=C(C)OC(N)=C(C#N)C1c1cc2cc(C)ccc2nc1Cl (stereo not drawn)
  -8	0	-1.9	12	1	-3.6	-1	-5	-3
> O=C(c1cccc(N2CCCC2=O)c1)N1CCN(c2ccccc2)CC1
  8	4	-4.3	-8	-5	-2.4	1	-6	2
> Cc1cccc(NC(=O)CN2C(=O)NC(C)(c3ccc4c(c3)OCO4)C2=O)c1 (stereo not drawn)
  -5	1	0.7	3	2	-0.9	0	2	0
> O=S(=O)(c1ccc(N=C2NN=C(c3cc(F)ccc3F)CS2)cc1)N1CCOCC1
  -8	9	1.5	5	-5	-3.1	16	/	/
> COc1ccc(OCCNC(=O)c2cccc(Oc3ccc(C(F)(F)F)cc3[N+](=O)[O-])c2)cc1
  7	16	-2.0	-9	14	-0.1	10	5	3
> CCOC(=O)C1C(=O)OC(C)(C)C1C(CC)C(=O)c1c(C)cc(C)cc1C (stereo not drawn)
  -2	24	-0.8	24	3	-1.5	-8	/	1
> COC(=O)c1c(NC(=O)c2ccc([N+](=O)[O-])o2)sc2c1CCN(C(C)C)C2
  -10	6	3.5	2	-7	-1.4	8	3	6
> COC(=O)CSc1nc2cc(OC)ccc2n1C
  -8	10	-1.7	27	-17	-4.6	0	1	-6
> COC(=O)C1=C(O)/C(=C\c2cc(C)n(-c3ccccc3F)c2C)N=C1C
  9	5	0.1	-5	3	-0.5	9	-6	5
> CC(C)CCC(CCN1CCCC1)c1ccc2c(c1)OCO2 (stereo not drawn)
  -12	36	-3.0	-1	4	-2.9	3	3	0
> Nc1c(N(C(=O)Nc2ccc(Cl)c(Cl)c2)C2CCCC2)c(=O)[nH]c(=O)n1Cc1ccccc1
  -4	-4	0.8	-4	-2	-1.2	4	0	5
> CCOC(=O)c1oc2ccc(S(=O)(=O)Nc3ccc4c(c3)n(C)c(=O)n4C)cc2c1C
  -18	-22	0.4	-10	-22	-4.7	1	1	-5
> Cc1ccc(-n2nc(C)c3c2OC(N)=C(C#N)C3c2ccccc2F)cc1 (stereo not drawn)
  7	14	-4.6	6	-4	-5.2	-2	2	-4
> O=C(NCCSc1ccc(Cl)cc1)c1ccc(CN2CCOCC2)cc1
  -1	1	-1.1	35	-2	-4.7	-2	6	2
> CCN(CC)S(=O)(=O)c1ccc(C)c(NC(=O)CN(C)C)c1
  -1	20	-6.1	-12	-2	-3.5	-4	5	1
> CCCCOc1ccc(C2CCC(C(C)=O)C(C)C2)cc1 (stereo not drawn)
  -10	/	1.4	33	-1	-1.0	-15	8	-4
> COC(=O)C1=CNC=C(C(=O)OC)C1c1cccc(OC)c1
  -4	0	-1.9	12	-12	-2.5	-2	-2	-3
> CCOc1ccc(S(=O)(=O)N2CCc3ccccc3C2)cc1
  -10	-6	-3.4	1	20*	-3.9	2	2	0
> CCCc1cc(=O)oc2c(C)c(O[C@@H]3O[C@H](CO)[C@@H](O)[C@H](O)[C@H]3O)ccc12
  8	-2	0.6	42	0	-2.5	-1	2	5

Molecules above with four or more nitrogen atoms, in the order listed:
The line under a structure holds: p-CIP stab down	NALP1 yeast inh	VIM-2 inhibitor	PHOSPHO1 block	GPR7 antag	IMP-1 inh	PfM18AAP inh	IDE cell activ	IDE inh
> COc1ccc([N+](=O)[O-])cc1N(CC(O)Cn1nnc2ccccc21)S(=O)(=O)c1ccc(C)cc1 (stereo not drawn)
  -13	-1	-0.1	21	-11	-3.0	3	3	-2
> O=S(=O)(c1ccc(N=C2NN=C(c3cc(F)ccc3F)CS2)cc1)N1CCOCC1
  -8	9	1.5	5	-5	-3.1	16	/	/
> Nc1c(N(C(=O)Nc2ccc(Cl)c(Cl)c2)C2CCCC2)c(=O)[nH]c(=O)n1Cc1ccccc1
  -4	-4	0.8	-4	-2	-1.2	4	0	5
> Cc1ccc(-n2nc(C)c3c2OC(N)=C(C#N)C3c2ccccc2F)cc1 (stereo not drawn)
  7	14	-4.6	6	-4	-5.2	-2	2	-4

A few values from above.
In IDE inh, `CC(C)CCC(CCN1CCCC1)c1ccc2c(c1)OCO2` (stereo not drawn) shows 0
In NALP1 yeast inh, `Nc1c(N(C(=O)Nc2ccc(Cl)c(Cl)c2)C2CCCC2)c(=O)[nH]c(=O)n1Cc1ccccc1` shows -4
In p-CIP stab down, `O=C(NCCSc1ccc(Cl)cc1)c1ccc(CN2CCOCC2)cc1` shows -1
In NALP1 yeast inh, `Cc1ccc(-n2nc(C)c3c2OC(N)=C(C#N)C3c2ccccc2F)cc1` (stereo not drawn) shows 14
In NALP1 yeast inh, `COC(=O)C1=CNC=C(C(=O)OC)C1c1cccc(OC)c1` shows 0
In GPR7 antag, `CCCCOc1ccc(C2CCC(C(C)=O)C(C)C2)cc1` (stereo not drawn) shows -1

Four compounds from above, reduced to p-CIP stab down, IDE inh and GPR7 antag.
SMILES | p-CIP stab down | IDE inh | GPR7 antag
Oc1ccc(Br)cc1C=Nc1ccc(Cl)cc1 | -2 | 1 | -3
COc1ccccc1NC(=S)NCCC(c1ccccc1)c1ccccc1 | 4 | 1 | -5
CCOC(=O)C1CCCN(c2c(NCCc3ccc(Cl)cc3)c(=O)c2=O)C1 (stereo not drawn) | -10 | 3 | -5
Cc1ccc(C(=O)NCCNC(=O)Cc2ccccc2)cn1 | -10 | -2 | -9

(next part)
The line under a structure holds: p-CIP stab down	NALP1 yeast inh	VIM-2 inhibitor	PHOSPHO1 block	GPR7 antag	IMP-1 inh	PfM18AAP inh	IDE cell activ	IDE inh
> CSCCC1NC(=O)N(C(C)C(=O)Nc2cc(Cl)cc(Cl)c2)C1=O (stereo not drawn)
  6	21	-2.8	47	-4	-3.0	5	2	1
> O=C(CSc1nnc(-c2ccccc2)n1Cc1ccco1)NCc1ccc2c(c1)OCO2
  3	37	-4.8	60*	12	-5.1	-15	-1	-1
> COc1ccc(OC)c(C2NC(=S)NC3=C2N2CCC3CC2)c1 (stereo not drawn)
  0	-2	-2.2	-16	-4	-2.7	44*	2	0
> CC(=O)Nc1ccc(NC(=O)[C@@H](NC(=O)N2C[C@H]3C[C@@H](C2)c2cccc(=O)n2C3)C(C)C)cc1
  -1	10	-1.2	29	-2	-2.3	-6	0	0
> Cc1nc(NC2=NCN(C3CCCCC3C)CN2)nc2ccccc12 (stereo not drawn)
  23	34	-0.5	33	-13	-4.0	-8	/	/
> CCOC(=O)C1=C(O)/C(=C/c2ccc(C)o2)SC1=NC(=O)c1ccccc1C
  /	/	0.8	/	1	2.0	7	/	/
> CCOc1ccc(C(=O)N/N=C(/C)C2C(=O)c3ccccc3C2=O)cc1
  0	31	1.2	-9	12	-0.9	2	4	1
> CN(C)CCN(C(=O)c1ccc2ccccc2c1)c1nc2c(F)cccc2s1
  3	13	-0.3	14	-10	-3.7	0	-4	-4
> Cc1nnc(SCC2=C(C(=O)O)N3C(=O)C(NC(=O)Cn4nc(C(F)F)cc4C)C3SC2)s1 (stereo not drawn)
  14	-12	0.2	40	5	-3.8	13	-2	5
> CN(C)S(=O)(=O)c1cccc(NC(=O)COC(=O)c2ccc([N+](=O)[O-])o2)c1
  -4	43	-3.5	-13	-10	-4.0	1	0	-1
> O=c1[nH]cnc2scc(-c3cccs3)c12
  -3	3	-1.4	22	-13	-3.8	-13	11	3
> CC1CC2(CCCC2)Nc2ccc(F)cc21 (stereo not drawn)
  1	6	-1.3	24	-18	-7.3	3	2	6
> CNS(=O)(=O)c1cccc(C(=O)OCC(=O)N(CCC#N)c2ccccc2)c1
  3	2	-3.0	12	0	-4.5	4	6	1
> CCCc1cc(=O)oc2cc(OCC(=O)Nc3ccc(CN4CCOCC4)cc3)c(Cl)cc12
  9	-15	0.3	54	-19	-0.8	3	6	-3
> O=C(Cc1ccccc1)NCc1nc2ccccc2[nH]1
  /	/	-3.0	/	-10	-1.2	-16	3	-5
> O=C(NCc1ccccn1)C1CCN(S(=O)(=O)c2cc(Cl)ccc2Cl)CC1
  0	10	-1.8	11	5	0.9	1	-4	2
> CCc1onc(C)c1C(=O)Nc1ccc2c(c1)OCO2
  -2	2	-3.0	-27	-6	-2.9	2	-2	8
> COc1ccc(CCN2CC(C(=O)N(C)CC(=O)Nc3cccc(F)c3)CC2=O)cc1OC (stereo not drawn)
  5	16	-0.2	3	0	-0.5	-9	0	1
> COCCCNC(=O)CCc1c(C)nc2c(-c3ccc(F)cc3)c(C)nn2c1C
  -6	/	-0.2	18	0	-1.0	-18	6	-4
> O=C1C2C(C(=O)N1/N=C/c1cccc([N+](=O)[O-])c1)C1C=CC2C12CC2 (stereo not drawn)
  3	34	1.0	-10	4	0.9	-14	8	9
> Cc1ccc(C)c2c1[nH]c1ccc([N+](=O)[O-])cc12
  6	13	-2.5	1	-9	-3.1	-9	3	7
> N#Cc1c(-c2ccc3c(c2)OCO3)csc1N
  -2	-4	-0.9	31	-9	-2.1	4	2	1
> Cc1ccc(C(=O)COC(=O)COc2ccccc2C)cc1
  -9	-1	-2.2	18	-9	-3.6	0	1	-2
> COc1ccc(/C(N)=N/OC(=O)CN(C)S(=O)(=O)c2ccc(C)cc2)cc1
  -2	14	-3.8	23	5	-1.9	5	1	/
> O=C(O)c1ccc(N2CC3CC(C2)c2cccc(=O)n2C3)c(NS(=O)(=O)c2cccc(C(F)(F)F)c2)c1 (stereo not drawn)
  -3	3	-1.3	-28	-11	-2.3	2	-5	-5
> CCOc1ccc(CNc2ccc(CNc3ncn[nH]3)cc2)cc1
  26	15	-2.6	-23	-13	-2.9	25	-3	-1
> Cc1cccc(NNC(=O)C(=O)NNc2cccc(C)c2)c1
  -2	21	-0.7	47	9	-0.8	-2	/	1

Assay outcomes: PubChem BioAssay, several laboratories
